Screening data from PubChem.
thrombin 1536: blocks human thrombin protease activity | P00734 | AID 1046 | alpha-thrombin, Boc-VPR-AMC fluorogenic substrate cleavage | hit rate 0.26% among 220,000 | inhibition, % at 5 µM;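 active means inhibition at or above 40%; inactive means inhibition below 40%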;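 further: 0% = enzyme with no compound and 100% = wells without enzyme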
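signal = AMC fluorescence, 355/460 nm | material = human alpha-thrombin enzyme | control set = enzyme without compound as high, wells lacking enzyme as low | times = reaction at room temperature | read-out basis = percent inhibition scaled between no-compound controls and no-enzyme blanks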
TRPML3 ag: agonists of human TRPML3 channel. hit rate 0.29% among 220,000. HEK293 TRPML3-YFP, Fluo-8 calcium fluorescence; 100% = the carbachol control signal. AID 1448. Q8TDD5. activation, % at 3 µM;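 active means activation above its plate's cutoff, the mean activation of the plate's test wells plus 3 SD, cut at about 12% in these data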;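 further: 0% = DMSO only wells and 100% = carbachol wells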
Target sequence (Q8TDD5 whole entry, looked up): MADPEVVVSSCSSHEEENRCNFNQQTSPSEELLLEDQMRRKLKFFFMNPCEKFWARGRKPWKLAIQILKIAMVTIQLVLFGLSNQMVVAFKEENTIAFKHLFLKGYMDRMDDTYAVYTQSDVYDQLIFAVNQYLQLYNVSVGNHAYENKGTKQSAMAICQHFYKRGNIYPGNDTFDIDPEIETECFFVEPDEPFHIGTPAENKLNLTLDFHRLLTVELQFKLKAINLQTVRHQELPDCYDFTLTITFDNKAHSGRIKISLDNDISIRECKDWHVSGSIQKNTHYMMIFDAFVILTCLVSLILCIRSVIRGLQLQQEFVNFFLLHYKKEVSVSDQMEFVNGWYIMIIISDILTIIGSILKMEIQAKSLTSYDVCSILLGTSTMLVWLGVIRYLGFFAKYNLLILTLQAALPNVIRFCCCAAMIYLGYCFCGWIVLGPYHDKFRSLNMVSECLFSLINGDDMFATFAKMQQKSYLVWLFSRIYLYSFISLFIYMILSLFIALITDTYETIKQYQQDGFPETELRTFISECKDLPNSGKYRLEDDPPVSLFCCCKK
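system = HEK293 cells stably carrying human TRPML3-YFP | doses = one concentration, 3 µM nominal, 0.3% DMSO | timing = dye loading 1 h 37 °C then 30 min ambient, 125 s read | detection = Fluo-8 calcium dye fluorescence, ex 470-495, em 515-575 nm | benchmarks = high control carbachol 87 µM, low control DMSO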
EBV gp42 block: blocks Epstein-Barr virus glycoprotein 42 binding | hit rate 0.42% among 220,000 | AID 1085 | Fluorescence polarization binding assay, mP read-out | Q1HVG2 | inhibition, % (tested at 21.74 µM); in the data active means inhibition above about 50%
Target sequence (Q1HVG2 whole entry, looked up): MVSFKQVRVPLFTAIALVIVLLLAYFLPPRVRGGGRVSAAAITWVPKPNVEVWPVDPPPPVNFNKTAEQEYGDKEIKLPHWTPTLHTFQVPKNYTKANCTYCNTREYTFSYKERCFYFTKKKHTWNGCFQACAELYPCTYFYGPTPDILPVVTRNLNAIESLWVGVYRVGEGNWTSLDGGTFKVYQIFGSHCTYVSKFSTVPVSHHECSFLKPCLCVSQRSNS
TbHK1 inh: blocks Trypanosoma brucei hexokinase 1 activity; recombinant TbHK1, G6PDH-coupled NADH A340; inhibition, % at 10 µM; hit rate 0.11% among 220,000;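 active means inhibition of 50% or more in the single-dose primary screen; inactive means inhibition below 50%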
PPC-1+TRAIL kill: kills PPC-1 cancer cells in the presence of TRAIL; hit rate 0.41% among 220,000; PPC-1 cells + TRAIL, ATPLite viability luminescence; AID 1443; cell killing (% activity), % at 4 µM;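 active means cell killing above 50% in the first pass at 4 µM, then a duplicate retest at 5 µM averaging 50% or more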;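 further: plate controls were cells with TRAIL plus DMSO for no effect and medium-only wells lacking cells for full effect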
zfTRPN1 agonist: activates the zebrafish TRPN1 channel; HEK293 zebrafish TRPN1-YFP, Fluo-8 calcium fluorescence; 100% = response to 87 µM carbachol; activation, % at 3 µM; hit rate 0.18% among 220,000; AID 1424;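 active means activation above its plate's cutoff, the mean activation of test wells on that plate plus 3 SD, cut at about 19% in these data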;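 further: 0% = DMSO alone and 100% = 87 µM carbachol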
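Material: zebrafish TRPN1-YFP in HEK293 cells. Doses: one dose of 3 µM, 0.3% DMSO. Incubation: dye 1 h 37 °C plus 30 min RT. Measured by: intracellular calcium fluorescence with Fluo-8.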
KCC2 mod: modulates chloride dependent transport by human KCC2 | Q9H2X9 | hit rate 2.2% among 190,000 | B-score of Tl+ flux slope (higher = more flux/activation; lower = inhibition) at 10 µM | KCC2 cells, thallium flux FluoZin-2 fluorescence;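 active means thallium flux slope and its plate-corrected score both differing from the plate sample mean at a set confidence after two filtering rounds, in either direction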;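 further: slope of fluorescence scaled to starting intensity during 10 to 20 s after thallium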
Calpain2 inh: calpain II (pig) inhibition; purified calpain II, fluorogenic peptide substrate, 30 min; inhibition, % at 16 µM; hit rate 0.37% among 220,000; AID 1236;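 active means inhibition above about 50%, limit read from the data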
Furin inhibitor: inhibitors of human furin; P09958; inhibition, % at 30 µM; hit rate 0.061% among 220,000; purified furin, fluorogenic substrate cleavage; in the data active means inhibition above about 25%; further: inactives centre near -15
The depositor's hits bear a star; [ ] = another dose, or the depositor's remark. Not a hit list; 3.6% or so of the library scored in one or more.

For COc1ccc(NC(=O)C2CCC(CNc3c(N4CCCCC4)c(=O)c3=O)CC2)c(OC)c1 (stereo not drawn) the results were thrombin 1536 -3.0, TRPML3 ag -1.0, EBV gp42 block -18.4, TbHK1 inh -13.6, PPC-1+TRAIL kill -39.4, zfTRPN1 agonist 0.9, KCC2 mod -0.0975, Calpain2 inh 2.1 and Furin inhibitor -12.8.
c1ccc(CCc2ccccc2-c2nc(-c3ccccn3)no2)cc1 was read as thrombin 1536 16.1, TRPML3 ag 0.6, EBV gp42 block 5.1, TbHK1 inh 6.4, PPC-1+TRAIL kill 13.6, zfTRPN1 agonist 0.5, KCC2 mod 0.424, Calpain2 inh 33.6 and Furin inhibitor -17.2[20 µM].
COc1ccc(C(=O)Nc2ccccc2N2CCOCC2)cc1[N+](=O)[O-] was read as thrombin 1536 -0.9, TRPML3 ag 0.7, EBV gp42 block -3.0, TbHK1 inh -9.2, PPC-1+TRAIL kill 24.7, zfTRPN1 agonist 1.1, KCC2 mod -0.1, Calpain2 inh 1.4 and Furin inhibitor -18.8.
For O=C(CSc1nnc(Nc2ccccc2F)s1)c1cc2ccccc2o1 the results were thrombin 1536 0.4, TRPML3 ag 0.4, EBV gp42 block -20.8, TbHK1 inh -3.9, PPC-1+TRAIL kill -11.0, zfTRPN1 agonist 2.1, KCC2 mod -0.264, Calpain2 inh 34.0 and Furin inhibitor -13.7.
Screening O=C1OC(c2ccc3c(c2)OCO3)N(C(=O)c2ccc(Cl)c(Cl)c2)c2ccccc21 (stereo not drawn) returned thrombin 1536 0.1, TRPML3 ag -0.1, EBV gp42 block -6.0, TbHK1 inh -13.8, PPC-1+TRAIL kill 25.2, zfTRPN1 agonist -0.1, KCC2 mod -0.129, Calpain2 inh -34.5 and Furin inhibitor -18.8[20 µM].
Screening COC(=O)COc1cc(C)cc2oc(=O)c(CC(=O)OC)c(C)c12 returned thrombin 1536 1.6, TRPML3 ag 0.2, EBV gp42 block -8.6, TbHK1 inh -9.8, PPC-1+TRAIL kill 9.8, zfTRPN1 agonist 0.3, KCC2 mod 1.03, Calpain2 inh -409.8 and Furin inhibitor -40.1[20 µM].
Screening NC(=O)c1sc2nc(-c3cccnc3)ccc2c1N returned thrombin 1536 -5.4, TRPML3 ag 0.8, EBV gp42 block 11.8, TbHK1 inh -15.1, PPC-1+TRAIL kill 11.0, zfTRPN1 agonist 0.6, KCC2 mod -0.252, Calpain2 inh 18.6 and Furin inhibitor -8.3.
Screening CN(C)S(=O)(=O)N1CCN(c2ccc([N+](=O)[O-])cc2)CC1 returned thrombin 1536 -24.3, TRPML3 ag 0.6, EBV gp42 block 5.4, TbHK1 inh -7.4, PPC-1+TRAIL kill -6.1, zfTRPN1 agonist 2.7, KCC2 mod -0.639, Calpain2 inh 33.3 and Furin inhibitor 5.0.
`CCCNC(=O)c1ccc(OC)cc1OC` gave thrombin 1536 -4.3, TRPML3 ag 0.4, EBV gp42 block -5.6, TbHK1 inh -1.3, PPC-1+TRAIL kill 4.7, zfTRPN1 agonist 0.1, KCC2 mod 0.851, Calpain2 inh 10.7 and Furin inhibitor -10.6[20 µM].
Screening CCOC(=O)c1cnc(-c2ccccc2)nc1Oc1ccc(Cl)c(Cl)c1 returned thrombin 1536 27.7, TRPML3 ag 0.9, EBV gp42 block 39.6, TbHK1 inh -5.2, PPC-1+TRAIL kill 13.5, zfTRPN1 agonist -0.1, Calpain2 inh 22.3 and Furin inhibitor -17.2[20 µM].

The closing two entries of the part above open the next one.
`CCCNC(=O)c1ccc(OC)cc1OC` gave thrombin 1536 -4.3, TRPML3 ag 0.4, EBV gp42 block -5.6, TbHK1 inh -1.3, PPC-1+TRAIL kill 4.7, zfTRPN1 agonist 0.1, KCC2 mod 0.851, Calpain2 inh 10.7 and Furin inhibitor -10.6[20 µM].
Screening CCOC(=O)c1cnc(-c2ccccc2)nc1Oc1ccc(Cl)c(Cl)c1 returned thrombin 1536 27.7, TRPML3 ag 0.9, EBV gp42 block 39.6, TbHK1 inh -5.2, PPC-1+TRAIL kill 13.5, zfTRPN1 agonist -0.1, Calpain2 inh 22.3 and Furin inhibitor -17.2[20 µM].
O=C(OCCn1cncn1)c1cc2ccccc2oc1=O was read as thrombin 1536 0.5, TRPML3 ag 0.7, EBV gp42 block -19.3, TbHK1 inh -18.3, PPC-1+TRAIL kill 13.5, zfTRPN1 agonist 0.1, KCC2 mod -0.0541, Calpain2 inh -54.9 and Furin inhibitor -5.8.
O=c1c(Cl)nc2cc(Cl)ccc2n1CCNc1ncc(C(F)(F)F)cc1Cl was read as thrombin 1536 -1.9, TRPML3 ag 0.7, EBV gp42 block -33.8, TbHK1 inh -3.2, PPC-1+TRAIL kill 7.3, zfTRPN1 agonist 2.0, Calpain2 inh -109.7 and Furin inhibitor -21.3[20 µM].
COc1ccc(-c2ccc(OC(=O)NC3CCS(=O)(=O)C3)cc2)cc1 (stereo not drawn) was read as thrombin 1536 -1.4, TRPML3 ag -1.2, EBV gp42 block -8.1, TbHK1 inh -14.4, PPC-1+TRAIL kill 2.7, zfTRPN1 agonist -1.4, KCC2 mod -0.617, Calpain2 inh 15.7 and Furin inhibitor -6.4.
Cc1ccc(S(=O)(=O)/N=C(/NC(=S)Nc2ccccc2)c2ccccc2)cc1 was read as thrombin 1536 2.8, TRPML3 ag -0.3, EBV gp42 block 0.9, TbHK1 inh -0.3, PPC-1+TRAIL kill -11.2, zfTRPN1 agonist 0.0, KCC2 mod 7.21, Calpain2 inh -3.1 and Furin inhibitor -8.2[20 µM].
`O=C(Nc1c2c(nn1-c1ccc(F)cc1)CS(=O)(=O)C2)C12CC3CC(CC(C3)C1)C2` gave thrombin 1536 -5.2, TRPML3 ag -0.3, EBV gp42 block -19.1, TbHK1 inh 2.1, PPC-1+TRAIL kill 7.4, zfTRPN1 agonist -1.3, KCC2 mod -0.931, Calpain2 inh 6.9 and Furin inhibitor 5.6.
Screening CCn1c2ccc(/C(C)=N\O)cc2c2cc(/C(C)=N\O)ccc21 returned thrombin 1536 3.7, TRPML3 ag -1.7, EBV gp42 block -7.8, TbHK1 inh -2.0, PPC-1+TRAIL kill -0.4, zfTRPN1 agonist -1.1, KCC2 mod 0.0752, Calpain2 inh -9.8 and Furin inhibitor -18.5[20 µM].
Cc1cc(=O)[nH]c(Cc2ccc(OC(C)C)cc2)n1 was read as thrombin 1536 -9.8, TRPML3 ag 0.8, EBV gp42 block -10.6, TbHK1 inh 2.0, PPC-1+TRAIL kill 15.1, zfTRPN1 agonist -0.8, Calpain2 inh 2.0 and Furin inhibitor -20.4.
For CCN(CC)C(=O)c1cnn(-c2ccccc2)c1NC(=O)c1cccs1 the results were thrombin 1536 -0.6, TRPML3 ag 0.2, EBV gp42 block -3.3, TbHK1 inh 7.7, PPC-1+TRAIL kill -1.9, zfTRPN1 agonist -0.6, KCC2 mod 0.00743, Calpain2 inh -17.1 and Furin inhibitor -8.2[20 µM].
For CCOc1ccc(CNC(=O)C2CCC(=O)N2C2CCCC2)cc1OC (stereo not drawn) the results were thrombin 1536 -0.5, TRPML3 ag 0.7, EBV gp42 block -9.6, TbHK1 inh 6.4, PPC-1+TRAIL kill 15.9, zfTRPN1 agonist 1.5, Calpain2 inh 5.2 and Furin inhibitor -9.6.
`CC(=O)Nc1c(C)nn(-c2ccc([N+](=O)[O-])cc2)c1C` gave thrombin 1536 6.5, TRPML3 ag 1.0, EBV gp42 block -24.8, TbHK1 inh -21.4, zfTRPN1 agonist 1.6, KCC2 mod -0.392, Calpain2 inh -31.1 and Furin inhibitor -27.9.
Screening Oc1c(Cl)cc(Cl)cc1/C=N/NC(=S)NC1CC2C=CC1C2 (stereo not drawn) returned thrombin 1536 -0.7, TRPML3 ag 0.6, EBV gp42 block -6.5, TbHK1 inh -9.4, PPC-1+TRAIL kill 9.3, zfTRPN1 agonist -0.3, KCC2 mod 9.22*, Calpain2 inh -316.4 and Furin inhibitor -7.0.
For Cc1scc(C(=O)NNC(=S)NCc2ccccc2)c1C the results were thrombin 1536 -4.5, TRPML3 ag -0.2, EBV gp42 block -9.0, TbHK1 inh 4.3, PPC-1+TRAIL kill 27.6, zfTRPN1 agonist -1.9, KCC2 mod -1.58, Calpain2 inh 26.7 and Furin inhibitor -17.6.
For CC1CCCC(NC(=O)COC(=O)CSc2ccc3ccccc3c2)C1C (stereo not drawn) the results were thrombin 1536 -10.1, TRPML3 ag -0.1, EBV gp42 block -10.6, TbHK1 inh 35.9, PPC-1+TRAIL kill 13.9, zfTRPN1 agonist -3.0, KCC2 mod -0.865, Calpain2 inh 16.7 and Furin inhibitor -6.9.
`O=C(NN1C(=O)/C(=C\c2cccnc2)SC1=S)c1ccco1` gave thrombin 1536 -2.2, TRPML3 ag 0.8, EBV gp42 block -2.2, TbHK1 inh -22.1, PPC-1+TRAIL kill -1.2, zfTRPN1 agonist 1.2, KCC2 mod -0.15, Calpain2 inh -6.8 and Furin inhibitor -7.8.
For CCn1c(/C=C/c2ccccc2)nc2ccccc2c1=O the results were thrombin 1536 -5.8, TRPML3 ag -0.5, EBV gp42 block -7.0, TbHK1 inh -10.5, PPC-1+TRAIL kill 0.9, zfTRPN1 agonist -1.8, KCC2 mod 0.532, Calpain2 inh 4.2 and Furin inhibitor -4.3.
O=C(NCc1ccccn1)c1cc2c(ccc3ccccc32)oc1=O was read as thrombin 1536 -19.9, TRPML3 ag 0.5, EBV gp42 block 9.1, TbHK1 inh -3.9, PPC-1+TRAIL kill 19.2, zfTRPN1 agonist 0.2, KCC2 mod 0.512, Calpain2 inh inactive and Furin inhibitor -43.2.
`COC(=O)CSc1nc(C(C)C)nc2ccccc12` gave thrombin 1536 -0.8, TRPML3 ag -1.0, EBV gp42 block 15.7, TbHK1 inh -7.9, PPC-1+TRAIL kill 20.1, zfTRPN1 agonist -2.1, KCC2 mod 0.281, Calpain2 inh 18.2 and Furin inhibitor -15.8[20 µM].
`COc1ccc([N+](=O)[O-])cc1NC(=O)c1ccccc1SC` gave thrombin 1536 -3.2, TRPML3 ag -0.3, EBV gp42 block -7.3, TbHK1 inh -0.5, PPC-1+TRAIL kill 10.3, zfTRPN1 agonist -1.5, KCC2 mod -0.151, Calpain2 inh -2.9 and Furin inhibitor -13.6.
`CC(=O)Nc1ccc(OS(=O)(=O)c2ccc(C)cc2C)cc1` gave thrombin 1536 -14.5, TRPML3 ag 0.7, EBV gp42 block -5.0, TbHK1 inh -0.3, PPC-1+TRAIL kill 14.2, zfTRPN1 agonist 0.0, KCC2 mod -0.401, Calpain2 inh -13.9 and Furin inhibitor -18.6.
`COc1cc(N/C=C(\C(C)=O)c2ccccc2)cc(OC)c1` gave thrombin 1536 8.2, TRPML3 ag -1.3, EBV gp42 block -2.5, TbHK1 inh -47.8, PPC-1+TRAIL kill 9.8, zfTRPN1 agonist -3.0, Calpain2 inh 65.3* and Furin inhibitor -7.9[20 µM].
Screening CC(C)C(NC(=O)C1CCCCC1)C(=O)Nc1ccncc1 (stereo not drawn) returned thrombin 1536 -1.9, TRPML3 ag 0.5, EBV gp42 block -4.3, TbHK1 inh 8.6, PPC-1+TRAIL kill -14.4, zfTRPN1 agonist 0.9, Calpain2 inh -37.4 and Furin inhibitor -27.2.
`COCCNC(=O)CN1c2ccccc2CC1C` (stereo not drawn) gave thrombin 1536 -4.4, TRPML3 ag 1.2, EBV gp42 block -24.9, TbHK1 inh -0.9, PPC-1+TRAIL kill 7.7, zfTRPN1 agonist 2.1, KCC2 mod -0.0309, Calpain2 inh -9.4 and Furin inhibitor -13.0.
